aDG glyco up: activators of alpha-DG glycosylation, primary screen, uHTS, Pro5-aDG cells, AlphaScreen. alpha-DG glycosylation AlphaScreen (IIH6); 0% Pro5, 100% B10-LARGE cell signal. activation, % at 10 µM. 360,000 tested, 0.22% active. AID 624168, 2012;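 active = activation of at least 8% versus controls, or a plate z-score of at least 8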;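 note: Pro5 are CHO cells carrying HIG-tagged alpha-DG that lacks glycosylation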
Vif imaging: HIV Vif self-association inhibitors, primary screen, imaging, HEK293T, single point | HEK293T cells, Vif self-association by quenched fluorescence, 24 h | inhibition, % at 7.49 µM | 340,000 tested, 0.35% active | AID 602346, 2012; in the data active = inhibition above about 50%, passing the limit was not always enough; note: some results filed as inactive read as strong as hits
ABCB6 inh 2: ABCB6 transporter inhibitors, primary screen, K562-ABCB6 cells, flow cytometry, MLPCN library; fluorescence ratio to DMSO, % at 10 µM; AID 602162, 2011; K562-ABCB6 porphyrin accumulation, 1 h; stronger effect = lower value; 360,000 tested, 0.19% active;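 active = fluorescence ratio to DMSO below 75%, the collection mean minus 3 SD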;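 note: signal is porphyrin accumulated inside mitochondria; 100% equals median channel fluorescence of DMSO control wells; lower ratio means ABCB6 inhibition with less porphyrin fluorescence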
TLR9-MyD88 inh: inhibitors of TLR9-MyD88 association in cells, primary screen, cell-based, CHO, BLA complementation, fluorescence. inhibition, % at 4.98 µM. CCF4 FRET ratio. Toll-like receptor 9 (Homo sapiens) + Myeloid differentiation primary response protein …. 340,000 tested, 0.21% active;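 active = inhibition above the mean over all tested compounds plus 3 SD, cut at about 21% in these data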;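 note: 0% = DMSO only wells and 100% = clavulanate BLA inhibitor control wells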
NOD2-RIPK2 inh: NOD2-RIPK2 binding disruptors in cells, primary screen, fluorescence, CHO cells, BLA complementation; inhibition, % at 4.98 µM; CCF4 ratio; 360,000 tested, 0.38% active; in the data active = inhibition above about 21%;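 note: 0% = vehicle only and 100% = reference blocker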
ABHD5 PLIN5 PPI: ABHD5-PLIN5 interaction inhibitors, primary screen, cell lysate, split luciferase complementation, luminescence; Perilipin-5 (Homo sapiens) + 1-acylglycerol-3-phosphate O-acyltransferase ABHD5 (Homo …; Split G. princeps luciferase complementation, 4 h; inhibition, % at 4 µM; 360,000 tested, 0.78% active;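 active = inhibition above the mean inhibition across every tested compound plus 3 SD, cut at about 22% in these data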;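 note: 0% = DMSO only wells and the 100% control is not disclosed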
N-glyco inh: increase of ERlucT glycosylation luciferase signal, primary screen, N-linked glycosylation inhibitor project, D54 ERlucT cells, luminescence, set 2; D54 ERlucT glycosylation luciferase reporter, 24 h; percent of 100 nM tunicamycin response; reporter increase, % at 12.5 µM; 360,000 tested, 0.23% active; AID 588692, 2011;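 active = mean luciferase reporter signal, scaled so untreated is 0 and the glycosylation-blocking control 100, at or above a set limit in every replicate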;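 note: luciferase carries N-glycosylation sites so blocking glycosylation raises the light; 0% = median of neutral control wells and 100% = median of 100 nM tunicamycin wells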
MC4R antag cAMP: MC4R antagonists of cAMP signaling, primary screen, cell-based, TR-FRET, antagonist arm of biased-ligand search | MC4R-expressing cells, MTII-stimulated cAMP, LANCE TR-FRET | inhibition, % at 6.5 µM | Melanocortin receptor 4 (Homo sapiens), P32245 | AID 540295, 2011 | 360,000 tested, 0.48% active;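 active = inhibition above its plate's cutoff, the mean of tested wells on that plate plus 3 SD, cut at about 29% in these data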;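 note: 0% = Melanotan II alone and 100% = Melanotan II plus saturating MCL0020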
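Assay system: U2OS cells stably expressing human melanocortin 4 receptor (MC4R) / Dosing: 6.5 µM / Timing: compound 30 min, challenge 1 h, detection 1 h / Measured by: Eu-cAMP/anti-cAMP TR-FRET, emission 671 nm / Replicates: singlicate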
MC4R barr agon: MC4R agonists recruiting beta-arrestin, primary screen, cell-based, luminescence, agonist arm of biased-ligand search | Melanocortin receptor 4 (Homo sapiens), P32245 | U2OS MC4R beta-arrestin complementation; percent of melanotan II response, DMSO zero | activation, % at 8.9 µM | 360,000 tested, 0.98% active | AID 540308, 2011;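 active = activation above a per-plate cutoff, the mean activation of sample wells on that plate plus 3 SD, cut at about 8% in these data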
Exocytosis inh: LAMP-1 surface exposure blockers, TALL-104 cells – cell-based, flow cytometry, MLPCN library, primary screen. TALL-104 LAMP-1 surface exposure; cells stimulated with thapsigargin and PMA. inhibition, % at 10 µM. AID 651702, 2012. 360,000 tested, 0.66% active;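 active = inhibition above about 55%, limit read from the data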
* = called active by the depositor; x = no result given. Not all compounds are listed, so the mix of outcomes need not match the whole.

SMILES	aDG glyco up	Vif imaging	ABCB6 inh 2	TLR9-MyD88 inh	NOD2-RIPK2 inh	ABHD5 PLIN5 PPI	N-glyco inh	MC4R antag cAMP	MC4R barr agon	Exocytosis inh
CCCCN1CC(COCc2ccccc2)OCCS1(=O)=O (configuration not stated)	-0.1	x	97	1	4	-2	-1	-2	2.4	-6
COCC(=O)Nc1cc(OC)c(Cl)cc1OC	-0.2	6	98	4	2	-1	2	1	-0.5	-3
CCC(C)Nc1nc(CN2CCOCC2)nc2sc3c(c12)CCC3 (configuration not stated)	2.0	-1	98	-9	-7	-4	2	-6	0.1	-1
COc1ccccc1NC(=O)c1cccc(S(=O)(=O)N2CCN(Cc3ccccc3)CC2)c1	-0.2	-1	93	7	-6	-9	-3	-5	-1.8	5
N#Cc1c(SCc2ccc(Cl)cc2)sc(C(=O)c2ccccc2)c1N	0.1	2	110	1	7	-11	4	-11	-3.4	18
COc1ccc2sc(-c3ccccc3OC)c(-c3ccc(O)cc3)c2c1	0.3	11	96	-4	-15	-3	-3	18	0.0	3
O=C(COc1ccc(F)cc1)NCC1(N2CCCCC2)CCCCC1	0.1	0	101	1	-7	9	-1	-3	2.1	-3
CC(C)(C)c1cc(C(F)(F)F)c(C#N)c(=O)[nH]1	0.1	-4	98	8	3	8	1	4	0.2	0
Cc1nc(C)c(-c2csc(Nc3ccc(O)c(C(=O)O)c3)n2)s1	0.0	-7	98	-2	-11	-5	-1	5	-0.1	6
CC(C)(C)c1ccc(C(=O)NC(=S)Nn2cnnc2)cc1	0.1	-9	95	-3	5	-3	1	6	-2.0	0
CC(Sc1ccccn1)C(=O)Nc1ccc2c(c1)OCO2 (configuration not stated)	0.0	-2	97	-5	-7	12	-2	1	-2.5	2
CCn1c(C)c(C)c2cc(C(=O)NCCCN3CCCCCC3)ccc21	-0.4	7	103	-9	-3	13	-4	-7	-2.0	-4
O=C(O)c1ccccc1C=NN1CCCCCC1	0.1	-6	97	0	-4	-8	-1	7	0.9	1
Oc1c(Cl)cc(Cl)c(Cl)c1CN1CCOCC1	0.2	6	90	-11	-9	1	3	3	-2.1	0
COC(=O)[C@]12CCCCC=C1N(Cc1ccc(Cl)cc1Cl)C(=O)[C@H](CC(=O)NCC1CCCCC1)C2	-0.1	x	98	x	-2	-13	x	x	x	8
CCOC(=O)c1c(C)oc2ccc(O)c(CN3CCCCC3)c12	0.9	-8	103	-5	-4	5	-1	8	0.8	0
O=C(CN1C(=O)S/C(=C\c2ccccn2)C1=O)Nc1ccccc1	0.2	-9	92	-1	-3	-6	5	-4	-1.2	0
O=C(COC(=O)/C=C/c1cccc(Cl)c1)NCCc1ccccc1	-0.3	1	89	4	8	5	0	0	3.5	-4
Cc1nc(N2CCC(C)CC2)c2c(C)c(C(=O)Nc3ccc(C(F)(F)F)cc3)sc2n1	0.9	-20	101	-2	6	1	-6	17	7.7	-1
Cc1ccc(NC(=S)NCc2ccc(Cl)cc2)c(OC(F)F)c1	0.4	x	96	-4	5	-18	-4	-3	1.6	-3
CCOC(=O)C1=C(C)OC(N)=C(C#N)C1c1cncc(-c2ccc(F)cc2)c1 (configuration not stated)	-0.2	0	100	-4	-6	4	6	1	-2.7	4
C=C[C@@]1(C)CC(=O)[C@]2(O)[C@@]3(C)[C@@H](O)CCC(C)(C)[C@@H]3[C@H](O)[C@H](OC(C)=O)[C@@]2(C)O1	0.2	75*	93	11	-21	-1	15	-53	1.1	3
Cc1ccc(N(C(=O)c2ccc(S(=O)(=O)N3CCOCC3)cc2)C2C=CS(=O)(=O)C2)cc1C (configuration not stated)	0.1	5	101	-10	-4	3	2	-1	-2.2	-5
C=CCOc1ccc(Br)cc1CNCC	0.0	-4	100	-18	-2	5	0	13	2.4	0
O=C(Nc1ccccc1C(F)(F)F)c1cnccn1	-0.1	3	97	0	-9	-2	0	1	0.8	2
Cc1cccc(N=C2Sc3nc4c(C)c(C)ccc4cc3CN2CCN2CCOCC2)c1	0.5	13	95	7	-5	-6	-5	11	-1.9	12
C#CCOCCOCCOCCNc1nc(N2CCOCC2)nc(N2CCN(C(=O)[C@H](CCCCN)n3cc(CCCC)nn3)CC2)n1	1.0	-4	99	-13	-12	-4	3	4	-0.4	10
COc1ccc(NC(=O)c2ccccc2NC(=O)c2ccco2)c(OC)c1	0.1	-7	89	8	-6	3	3	-3	1.5	-1
O=C(Nc1ccc2c(c1)OCCO2)c1cccc(Cl)c1Cl	0.0	1	102	3	-5	-3	-5	4	-0.6	0
CC(OC(=O)c1cccc(O)c1)C(=O)N(C)Cc1ccccc1 (configuration not stated)	0.2	-14	95	2	1	0	-1	5	-3.0	-1

Sorted by SMILES length (ascending): 14 of the compounds above
SMILES	aDG glyco up	Vif imaging	ABCB6 inh 2	TLR9-MyD88 inh	NOD2-RIPK2 inh	ABHD5 PLIN5 PPI	N-glyco inh	MC4R antag cAMP	MC4R barr agon	Exocytosis inh
C=CCOc1ccc(Br)cc1CNCC	0.0	-4	100	-18	-2	5	0	13	2.4	0
O=C(O)c1ccccc1C=NN1CCCCCC1	0.1	-6	97	0	-4	-8	-1	7	0.9	1
O=C(Nc1ccccc1C(F)(F)F)c1cnccn1	-0.1	3	97	0	-9	-2	0	1	0.8	2
CC(Sc1ccccn1)C(=O)Nc1ccc2c(c1)OCO2 (configuration not stated)	0.0	-2	97	-5	-7	12	-2	1	-2.5	2
O=C(Nc1ccc2c(c1)OCCO2)c1cccc(Cl)c1Cl	0.0	1	102	3	-5	-3	-5	4	-0.6	0
CCC(C)Nc1nc(CN2CCOCC2)nc2sc3c(c12)CCC3 (configuration not stated)	2.0	-1	98	-9	-7	-4	2	-6	0.1	-1
CC(OC(=O)c1cccc(O)c1)C(=O)N(C)Cc1ccccc1 (configuration not stated)	0.2	-14	95	2	1	0	-1	5	-3.0	-1
O=C(COC(=O)/C=C/c1cccc(Cl)c1)NCCc1ccccc1	-0.3	1	89	4	8	5	0	0	3.5	-4
N#Cc1c(SCc2ccc(Cl)cc2)sc(C(=O)c2ccccc2)c1N	0.1	2	110	1	7	-11	4	-11	-3.4	18
COc1ccc(NC(=O)c2ccccc2NC(=O)c2ccco2)c(OC)c1	0.1	-7	89	8	-6	3	3	-3	1.5	-1
CCOC(=O)C1=C(C)OC(N)=C(C#N)C1c1cncc(-c2ccc(F)cc2)c1 (configuration not stated)	-0.2	0	100	-4	-6	4	6	1	-2.7	4
Cc1nc(N2CCC(C)CC2)c2c(C)c(C(=O)Nc3ccc(C(F)(F)F)cc3)sc2n1	0.9	-20	101	-2	6	1	-6	17	7.7	-1
COC(=O)[C@]12CCCCC=C1N(Cc1ccc(Cl)cc1Cl)C(=O)[C@H](CC(=O)NCC1CCCCC1)C2	-0.1	x	98	x	-2	-13	x	x	x	8
C=C[C@@]1(C)CC(=O)[C@]2(O)[C@@]3(C)[C@@H](O)CCC(C)(C)[C@@H]3[C@H](O)[C@H](OC(C)=O)[C@@]2(C)O1	0.2	75*	93	11	-21	-1	15	-53	1.1	3

Further entries follow:
SMILES	aDG glyco up	Vif imaging	ABCB6 inh 2	TLR9-MyD88 inh	NOD2-RIPK2 inh	ABHD5 PLIN5 PPI	N-glyco inh	MC4R antag cAMP	MC4R barr agon	Exocytosis inh
O=C(N/N=C/c1cccc2ccccc12)c1cc2ccccc2o1	0.1	26	98	23*	-5	1	15	-5	3.9	-1
Cc1cc(NC(=O)c2cccc(S(=O)(=O)N3CCCCCC3)c2)no1	0.1	-3	70*	2	4	-1	-2	8	-0.4	3
CC(C)NC(=S)Nc1ccc2cn[nH]c2c1	-0.2	x	99	-3	4	1	2	18	1.6	4
COc1ccc(OCC(O)CN(C2CCCCC2)C2CCCCC2)cc1 (configuration not stated)	-0.1	4	97	-5	1	-1	-3	-4	2.7	0
N#Cc1ccc(C2=CC(=O)C[C@H](c3ccc(Cl)cc3)C2)cc1	-0.3	20	98	2	-1	4	2	0	0.8	5
CC(C)C(=O)Nc1ccc(C(=O)NC2CCSC2=O)cc1 (configuration not stated)	0.1	-14	94	3	-6	-2	-1	-6	1.9	-1
CN(c1cccc(NC(=O)Nc2cccc(Cl)c2)c1)S(C)(=O)=O	0.3	0	92	-3	-5	1	-6	1	0.2	3
COc1ccc(C)cc1NC(=O)C(OC(=O)c1cnccn1)c1ccccc1 (configuration not stated)	0.0	-2	94	8	-4	2	3	10	-0.9	5
CC(=O)c1cc2cccc(OC3(C)CCN(Cc4ccc(-c5ccccn5)cc4)C3)c2o1 (configuration not stated)	0.2	-7	92	x	-6	6	-4	5	-1.2	1
CCOC(=O)c1cn(Cc2ccccc2)nc1-c1ccccc1	0.1	-12	101	-1	-9	-1	-4	11	-0.1	-4
NS(=O)(=O)c1ccc(NC(=S)NNC(=O)c2ccc(Br)o2)cc1	-0.6	1	102	-6	0	4	2	6	-1.2	-2
Cc1cccc(NCc2nnc(-c3ccccc3)o2)c1C	0.5	-7	98	-5	4	7	-2	11	-2.1	-6
O=C(Nc1ccc(Cl)cc1C(F)(F)F)c1ccccc1Cl	0.3	1	99	-4	0	-2	3	-12	2.1	-4
CC(=O)Nc1ccc(C(=O)OCc2ccccc2Br)cc1	-0.3	-3	100	2	0	-2	-1	9	-1.0	-2
CCCCNC(=O)C1Cc2cc(S(=O)(=O)N3CCCCC3)ccc2N1C(C)=O (configuration not stated)	0.2	-2	97	11	-12	5	-1	10	-0.5	-2
CC1CN(CCOc2ccc([N+](=O)[O-])cc2)CC(C)O1 (configuration not stated)	0.1	1	101	-2	3	-1	1	5	-1.2	19
COc1ccc(-c2nnn(CC(=O)N(CC(=O)NC3CCCC3)Cc3cccs3)n2)cc1OC	0.2	2	91	-4	5	3	-4	-1	1.3	-2
CN(C)S(=O)(=O)c1ccc(C(=O)NCC(=O)N/N=C/c2ccccc2Cl)cc1	-0.6	-4	89	2	-12	-1	-1	6	-2.0	0
COc1ccc(N(CC(=O)Nc2cccnc2)S(=O)(=O)c2ccc(C)cc2)cc1Cl	0.0	12	96	2	0	11	-2	15	0.1	15
O=C(Nc1ccc2nccnc2c1)c1cnccn1	-0.1	x	98	-10	-6	3	0	-3	-1.2	2
C/C(=N/OC(=O)c1c(-c2ccccc2Cl)noc1C)c1cnccn1	0.0	-3	102	6	6	-1	1	6	-0.6	0

Source: PubChem BioAssay (several laboratories)
